Screening results from PubChem BioAssay.
H9c2 TAG inh = reduces triacylglycerol accumulation in H9c2 cells | Nile Red lipid (TAG) fluorescence; cells loaded with 200 µM oleic acid | inhibition, % at 12.5 µM | 230,000 compounds, 0.66% hits | AID 651582;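 active = pattern-corrected inhibition of lipid staining of at least 50% with the nuclear-stain viability signal not falling by more than 50%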;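 also: 0% = DMSO wells and 100% = triacsin C control wells; some results filed as inactive read as strong as hits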
H9c2 TAG inh DAPI viability = second read-out of H9c2 TAG inh, no call of its own (marks repeat the call); DAPI nuclei signal change (viability), lower = more cytotoxic, %;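 whole-well DAPI fluorescence read on a plate reader as a viability signal; minus 50 percent equals half of cells still viable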
* = called active by the depositor.

Below each compound: H9c2 TAG inh DAPI viability | H9c2 TAG inh
Cc1ccc(Cl)cc1N1CCN(CC(O)COC(C)C)CC1 (configuration not stated)
 : 0 | -2
CCCNC(=S)NNC(=O)c1cc(-c2cccnc2)nc2ccccc12
 : -17 | 3
COc1ccccc1N1CCN(C(=O)c2ccc(C(C)(C)C)cc2)CC1
 : 9 | 8
COc1ccc(CC(=O)NNC(=O)c2cc(Cl)ccc2OC)cc1
 : -3 | -1
COc1ccccc1N1CCN(C(c2cccs2)C(C)NC(=O)c2cccnc2)CC1 (configuration not stated)
 : -2 | 17
CCCCC(=O)NC(Nc1nc(C2CC2)cs1)(C(=O)OCC)C(F)(F)F (configuration not stated)
 : -10 | 37
CC(C)(C)N1CC(C(=O)O)CC1=O (configuration not stated)
 : -8 | 15
CCCC1OC(c2ccco2)OCC1CC (configuration not stated)
 : 11 | -9
CCCOc1cc2c(C#N)c(N3CCCC3)nc(N)c2c(N)n1
 : -3 | 2
Fc1ccc2nc(C3CCCCN3Cc3nc(CC4CC4)no3)[nH]c2c1 (configuration not stated)
 : -21 | 4

(further entries)
Below each compound: H9c2 TAG inh DAPI viability | H9c2 TAG inh
c1ccc(C(c2ccccc2)c2noc(CN3CCN(CC4CC4)CC3)n2)cc1
 : 15 | -37
C[C@H]1CN([C@@H](C)CO)C(=O)CCCn2nncc2CO[C@@H]1CN(C)S(=O)(=O)c1cccc(C#N)c1
 : 1 | -17
CC(=O)Nc1cccc(-c2cc(N3CCN(CCO)CC3)n3nccc3n2)c1
 : -10 | 5
COC(=O)c1ccc(CSc2nc3ccccc3c(=O)n2-c2ccccc2)o1
 : 11 | 5
COc1ccc(CNC(=O)C(C)OC(=O)CO/N=C(\C)c2ccc3c(c2)OCO3)cc1 (configuration not stated)
 : 4 | -13
NC(=O)C1CCN(c2ccc(S(=O)(=O)N3CCCCC3)cc2[N+](=O)[O-])CC1
 : 16 | -41
CCCCCCCCCCOC(=O)C[N+](C)(C)CC1CCCCC1O (configuration not stated)
 : 0 | -4
O=c1/c(=C/c2ccccn2)sc2n1CN(c1ccccc1)CN=2
 : 0 | 15
CN(CC(=O)NCC1COc2ccccc2O1)S(=O)(=O)c1ccc(Cl)cc1 (configuration not stated)
 : 7 | 4
CC(C)NC(=O)COC(=O)c1ccc(S(=O)(=O)N2CCCC2)cc1
 : 1 | 10

Further results follow.
Below each compound: H9c2 TAG inh DAPI viability | H9c2 TAG inh
Cc1ccc(C(=O)OCC(=O)Nc2ccc(C)c(S(=O)(=O)N3CCCCC3)c2)o1
 : 16 | -13
C[C@H]1[C@H](C)CC[C@]2(C)CC[C@]3(C)C(=CC(=O)C4[C@@]5(C)CC[C@H](O)C(C)(C)C5CC[C@]43C)[C@H]12 (some centres not stated)
 : 5 | 1
COc1ccc(OC)c(C(=O)c2ccc([N+](=O)[O-])cc2)c1
 : 3 | -3
COc1ccc2cc3c(N)nn(C(=O)c4ccc(F)cc4)c3nc2c1
 : -1 | 17
O=C(c1cccc([N+](=O)[O-])c1)N1CC2C3C=CC(C3)C2C1 (configuration not stated)
 : 1 | 6
Cc1nc2sccc2c(=O)n1-c1cccc(Cl)c1
 : 3 | 15
CCCCNS(=O)(=O)CCNCc1ccccc1OC
 : -1 | 3
COc1ccc(N2CCOCC2)c(NC(=O)COc2cccc(C)c2)c1
 : 7 | 2
COc1cc(/C=N/NC(=O)CC#N)cc(Br)c1O
 : -9 | 11
Cn1nc(C(=O)OCc2ccccc2F)c2ccccc2c1=O
 : -3 | -7

Brought forward from above: five entries; new compounds follow.
Below each compound: H9c2 TAG inh DAPI viability | H9c2 TAG inh
Cc1nc2sccc2c(=O)n1-c1cccc(Cl)c1
 : 3 | 15
CCCCNS(=O)(=O)CCNCc1ccccc1OC
 : -1 | 3
COc1ccc(N2CCOCC2)c(NC(=O)COc2cccc(C)c2)c1
 : 7 | 2
COc1cc(/C=N/NC(=O)CC#N)cc(Br)c1O
 : -9 | 11
Cn1nc(C(=O)OCc2ccccc2F)c2ccccc2c1=O
 : -3 | -7
CSc1cccc(NC(=O)C2CCCN(S(=O)(=O)c3cnc[nH]3)C2)c1 (configuration not stated)
 : 9 | -11
O=C1CCC[C@@H]2Cc3nc4ccc(O)cc4cc3[C@@H]3CCN1[C@H]23
 : 6 | 9
COc1ccc(N2CCN(C(=O)CCNC(=O)Cn3ccc4ccccc4c3=O)CC2)cc1
 : 1 | -3
CC(C)(C)C1CCC(=O)N(CCC#N)CC1 (configuration not stated)
 : 0 | 4
CN(C(=O)c1ccc(NC(=O)Cc2ccc(NC(=O)C3CCN(C(=O)C4CCC4)CC3)cc2)cc1)C1CCCC1
 : 2 | -17
Cc1ccc(S(=O)(=O)/N=C2\C=C(NS(=O)(=O)c3ccc(C)cc3)C(=O)c3ccccc32)cc1
 : -1 | 0
O=C(COC(=O)C1CC2CCCC(C1)C2=O)NNC(=O)c1ccc([N+](=O)[O-])cc1 (configuration not stated)
 : -11 | -2
N#CCCN1CCCc2cc(N=Nc3ccc(C(F)(F)F)cc3)ccc21
 : -7.6* | 57*
O=C(Nc1cccc(S(=O)(=O)NC2=NCCCCC2)c1)c1cccnc1Cl
 : 4 | -3
Cc1ccc(SCC(=O)NN=C2CCN(C)CC2)cc1
 : -9 | 3

Following part:
Below each compound: H9c2 TAG inh DAPI viability | H9c2 TAG inh
CCCn1c(SCC(=O)N2CCc3ccccc32)n[nH]c1=O
 : -4 | 10
COc1ccc(CCN(C)S(=O)(=O)c2ccc(Cl)nc2)cc1OC
 : -8 | 1
CCCC(=O)NCn1nnc(-c2ccc(Cl)cc2)n1
 : 4 | 7
COc1ccccc1NC(=O)CN(c1ccccc1)S(=O)(=O)c1ccccc1
 : -11 | 9
COc1ccc(CC(=O)N2CCC(C)(C(=O)NS(=O)(=O)C3CC3)C2)cc1OC (configuration not stated)
 : -1 | -6
COc1ccc(-c2ncccc2O)cc1
 : 8 | -6
Cc1cc(C)nc(/N=C2\NC(=O)CC(C(=O)O)N2c2ccc(Cl)cc2)n1 (configuration not stated)
 : 0 | -5
CCOc1ccc(S(=O)(=O)NCCC(=O)NCC(c2ccco2)N2CCCCC2)cc1 (configuration not stated)
 : 1 | 7
O=C(NCc1ccncc1)C(=O)NCc1ccncc1
 : -5 | 14
O=C(Cc1cnn(-c2ccccc2)c1)c1ccc(O)c(O)c1O
 : 1 | -8

Next section:
Below each compound: H9c2 TAG inh DAPI viability | H9c2 TAG inh
O=C(Cn1c(NCCO)nc2ccccc21)NCC(F)(F)F
 : 1 | 7
O=C(CN1C(=O)NC2(CCCC2)C1=O)OCCOc1cccc(Cl)c1
 : 9 | 0
O=c1cc(O)nc(SCc2ccccc2)n1-c1ccc(Cl)cc1
 : -6 | 9
O=C(Nc1ccc(Cl)c(S(=O)(=O)N2CCOCC2)c1)c1cccs1
 : 3 | 5
O=C(c1cccc(-n2cccc2)c1)N1CCN(S(=O)(=O)c2ccccc2)CC1
 : -2 | -13
O=C(c1ccc(S(=O)(=O)NCc2ccco2)cc1)N1CCN(Cc2ccccc2)CC1
 : -8 | 2
C=CCn1c(SCC(C)=O)nc2scc(-c3ccc(C)o3)c2c1=O
 : -7 | 11
O=S(=O)(c1ccc(Cl)nc1)N1CCC(Cc2ccccc2)CC1
 : 1 | -8
OC(c1ccccn1)c1c[nH]c2ccccc12 (configuration not stated)
 : -11 | 11
CCCCN(C(=O)c1ccc(Cl)c([N+](=O)[O-])c1)c1c(N)n(CCC)c(=O)[nH]c1=O
 : -17 | 13

(list continues)
Below each compound: H9c2 TAG inh DAPI viability | H9c2 TAG inh
CN1CCN(c2ccc(C(=O)c3ccc(F)cc3)cc2)CC1
 : -1 | -6
O=S(=O)(NCCOC12CC3CC(CC(C3)C1)C2)c1cccc2nsnc12
 : -9 | -15
Cc1cc(C)c(C)c(S(=O)(=O)N2CCN(C(=O)c3ccc4c(=O)n5c(nc4c3)CCC5)CC2)c1C
 : -1 | -4
CCCn1c(SCC(=O)Nc2c(C)cccc2C)nnc1C(C)C
 : -15 | 19
CCOC(=O)Cn1c(=O)oc2cc(S(=O)(=O)N3CCCc4ccccc43)ccc21
 : -8 | -12
Cc1ccc2oc(C(=O)NCCC3CCCCO3)c(C)c2c1 (configuration not stated)
 : -1 | -9
CC(C)N1CCC(N2CCN(Cc3ccc(-c4ccc(Cl)cc4)o3)CC2CCO)CC1 (configuration not stated)
 : 14 | 8
COc1ccc(N2CC(NC(=O)N(C)CCC#N)CC2=O)cc1 (configuration not stated)
 : 10 | 0
CC1Cc2ccccc2N1S(=O)(=O)c1cccc(C(=O)NNC(=O)c2ccccc2F)c1 (configuration not stated)
 : -4 | 11
CN(CC(=O)Nc1ccc(N2CCOCC2)cc1)C(=O)C1CCCC1
 : -14 | 14

4 entries drawn at random from those above:
Below each compound: H9c2 TAG inh DAPI viability | H9c2 TAG inh
Cc1cc(C)c(C)c(S(=O)(=O)N2CCN(C(=O)c3ccc4c(=O)n5c(nc4c3)CCC5)CC2)c1C
 : -1 | -4
COc1ccc(N2CC(NC(=O)N(C)CCC#N)CC2=O)cc1 (configuration not stated)
 : 10 | 0
O=S(=O)(NCCOC12CC3CC(CC(C3)C1)C2)c1cccc2nsnc12
 : -9 | -15
CC1Cc2ccccc2N1S(=O)(=O)c1cccc(C(=O)NNC(=O)c2ccccc2F)c1 (configuration not stated)
 : -4 | 11

(listing goes on)
Below each compound: H9c2 TAG inh DAPI viability | H9c2 TAG inh
CCC(CO)Oc1cc(NC(=O)c2cccc3ccccc23)c2ncn(C(C)C)c2c1 (configuration not stated)
 : 5 | -26
COc1ccc(/C=N/NS(=O)(=O)c2ccc(F)cc2)cc1COc1cc(F)ccc1[N+](=O)[O-]
 : -8 | -6
O=C(Nc1ccc2c(c1)CN(C(=O)Nc1ccc(F)cc1)CC2)c1ccccn1
 : 2 | -20
N=c1sccn1CC(=O)Nc1cccc(S(=O)(=O)N2CCCCCC2)c1
 : -3 | -5
c1ccc(OCCOc2ncnc3ccccc23)cc1
 : 0 | -9
CCOc1ccc(NC(=O)CN(C)C(=O)c2nc3nc(C)cc(C)n3n2)cc1OCC
 : -1 | 9
COc1ccc(O)c(/C=N/N=C/c2cccc([N+](=O)[O-])c2)c1
 : -1 | 8
COC(=O)c1ccc(C(=O)OC)c(NC(=S)N2CCN(c3ccccn3)CC2)c1
 : -2 | 5
CCOc1ccc(C(c2nnnn2Cc2ccccc2)N2CCN(C(=O)c3ccco3)CC2)cc1 (configuration not stated)
 : -17 | 14
CC(C)C[C@H](NC(=O)c1[nH]cnc1C(=O)Nc1ccccc1)C(=O)OC(C)(C)C
 : -7 | -21

The list goes on.
Below each compound: H9c2 TAG inh DAPI viability | H9c2 TAG inh
CCCCNCCS(=O)(=O)NCc1ccccc1OC
 : 0 | -15
Cc1ccc(Cc2cnc(NC(=O)/C(C#N)=C/c3ccc(-c4cccc([N+](=O)[O-])c4)o3)s2)cc1
 : 2 | -5
CCN(CC)CCNC(=O)c1ccc(Sc2ccc(Cl)cc2)c(NC(C)=O)c1
 : 4 | -4
O=C(Cc1ccc([N+](=O)[O-])cc1)c1c(O)cc(O)cc1O
 : -4 | -1
CN(C)C(=O)CSc1nnc2sc3ccccc3n12
 : -6 | 3
Cc1nn(-c2cc(N3CCOCC3)ccc2N)c(=O)c2ccccc12
 : -8 | 10
COc1ccccc1C(O)(C(=O)NN(C)c1ccccc1)c1ccccc1OC
 : -7 | -11
Oc1ccc(C[C@H]2CNCCN2CCc2cc(C(F)(F)F)cc(C(F)(F)F)c2)cc1
 : 3 | -6
O=C(c1ccccc1)c1ccc(N2CCN(C(=O)c3cccc(F)c3F)CC2)c(F)c1
 : 1 | -10
Cn1c(=O)c2c(ncn2CC(=O)O)n(C)c1=O
 : -9 | 15

Going on with the list:
Below each compound: H9c2 TAG inh DAPI viability | H9c2 TAG inh
COc1ccc2[nH]cc(CCNC(=O)C3CCCO3)c2c1 (configuration not stated)
 : -20 | 20
COCCCNc1nc2c(-c3cccc(C(F)(F)F)c3)nnn2c2ccccc12
 : 74 | 19
CCN(CC)CC#CC(O)(c1ccccc1)c1ccccc1
 : 3 | 8
CC(C)N(Cc1ccccc1)C(=O)COC(=O)c1ccc(O)cc1
 : -1 | -3
COc1ccc(S(=O)(=O)c2cnc3ccc(OC)cc3c2N2CCC3(CC2)OCCO3)cc1
 : -15 | 1
Cc1ccccc1NC(=O)C(C)OC(=O)CNS(=O)(=O)c1ccc(C#N)cc1 (configuration not stated)
 : 0 | 8
COCCOC(=O)c1c(C)oc2ccc(NS(=O)(=O)c3ccc(F)cc3)cc12
 : 7 | -14
Nc1nonc1-n1nnc(C(=O)N/N=C/c2ccccn2)c1-c1ccccc1
 : -8 | 4
Cc1noc(C)c1NC(=O)N(C)C[C@H]1OCCCC[C@@H](C)Oc2ccc(NS(=O)(=O)c3ccccc3)cc2C(=O)N([C@H](C)CO)C[C@@H]1C
 : -2 | 15
CCN(CCCNC(=O)CCNC(=O)Cn1cnc2ccccc2c1=O)c1ccccc1
 : -8 | 11

(continued)
Below each compound: H9c2 TAG inh DAPI viability | H9c2 TAG inh
N#Cc1cc([N+](=O)[O-])ccc1NC(=O)CSc1n[nH]c(=O)[nH]c1=O
 : 5 | 10
O=C(NC1CCCC1)c1cccc(S(=O)(=O)Nc2ccccc2F)c1
 : -5 | 2
Cc1ccc(NC(=O)c2ccc(NS(=O)(=O)/C=C/c3ccccc3)cc2)nc1
 : 8 | 8
Cc1ccc(C(=O)NCCSc2snnc2C)cc1
 : 7 | 2
O=C(N/N=C/c1cccnc1)c1ccccc1NS(=O)(=O)c1cccs1
 : 11 | 0
O=C(CSc1nnc(-c2ccco2)c(-c2ccco2)n1)c1ccccc1
 : -2 | 12
COC(=O)CN1CC(=O)N(c2ccccc2)C1=S
 : -2 | 3
COc1ccc(Nc2cc(Cl)nc(N)n2)cc1
 : -5 | 7
CCOC(=O)Nc1ccc2c(c1)N(C(=O)OC)c1ccccc1CC2
 : 1 | -24
CCOC(=O)C1=C(C)N=C2SCCC(=O)N2C1c1ccc(C(=O)OC)cc1 (configuration not stated)
 : -5 | 8
CC(Sc1nccn1C)C(=O)Nc1ccc(Cl)cn1 (configuration not stated)
 : -2 | 0
CC(C)Oc1ccc(OCCn2c(=S)[nH]c3c(N)ncnc32)cc1
 : 9 | -11

Not all compounds are listed. The share of hits here may be higher or lower than overall.
